IL-1B inflam inh: inflammasome signaling inhibition, IL-1 beta readout; activity change, % at 57.5 µM; 360,000 compounds, 4.7% hits; THP-1 LPS/ATP IL-1B secretion, AlphaLISA, 16 h; stronger effect = lower value; AID 743279; in the data active means activity change below about -50%; inconclusive means mostly about -30% to -49%; further: on the % scale 0 is the no-effect control and ±100 the full control effect
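Secreted IL-1B measured by AlphaLISA bead assay after 16 h compound exposure of THP-1 cells; compounds (final up to 57.5 uM) added 1 h before LPS (250 ng/mL) and ATP (1.25 mM) stimulation; lower signal means less secretion.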
ATXN2 expr inh: inhibitors of ATXN2 expression; HEK-293 ATXN2-luciferase reporter, luminescence, 24 h; Potency, µM (series often up to 57 µM), for the others: at the highest dose activity change, negative = inhibition, most hits filed as inhibitors; 360,000 compounds, 0.72% hits; further: potency means the concentration at half of the fitted maximal effect; on the % scale 0 is the no-effect control and ±100 the full control effect; nearly all actives have a fitted effect of over 55% in size
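qHTS (up to 57 uM final) was run with 24 h compound exposure of reporter cells at 37 °C. Each well was multiplexed: SteadyGlo luminescence measured ATXN2-luciferase expression after a fluorogenic Gly-Phe-AFC viability readout (25 uM final).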
SW480 rereplic: DNA re-replication induction in SW480 cells. SW480 DNA re-replication, Hoechst DNA content imaging, 48 h. Potency, µM (top dose mostly 46.1 µM), for inactives: top-dose re-replication activation, actives largely listed as activators. 340,000 compounds, 1.8% hits; further: potency means the concentration at half of the fitted maximal effect; % of control where 0% means no effect; nearly all actives have a fitted effect of over 55% in size
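Readout is total intensity of Hoechst-stained nuclei, excited at 405 nm and collected at 500-530 nm. Compound treatment lasted 48 hr at 37 C in 5% CO2 before staining.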
MCF10A rerep: inducers of DNA re-replication in MCF 10A breast cells | 350,000 compounds, 2.9% hits | Potency, µM (highest dose often 46.1 µM), without a hit: at the highest dose activity, positive = re-replication, usual class: activators | MCF 10A DNA re-replication, Hoechst nuclear intensity, 48 h; further: potency means the concentration at half of the fitted maximal effect; % of control where 0% means no effect; nearly all actives have a fitted effect of over 50% in size
HepG2 viability: kills HepG2 cells in TGF-b inhibitor counter-screen; HepG2 CAGA-GFP viability, ATP luminescence, 18 h; Potency, µM (titrated, usually from 46.1 µM), without a hit: at the highest dose activity change, negative = cytotoxicity, actives largely listed as cytotoxic; 410,000 compounds, 0.76% hits; AID 588856; further: potency means the concentration at half of the fitted maximal effect; some results filed as inactive show a strong effect at the top dose
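HepG2 CAGA-GFP cells (1000/well, DMEM with 1% FBS) received compound, then TGF-beta at 500 pg/mL final, and were incubated 18 hours at 37 degrees C. Viability was read by CellTiter-Glo luminescence. Media-only wells were set as complete cell-killing and DMSO as no toxicity.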
S2 tox: viability counter-screen for ATXN expression inhibitors; AID 651635; Potency, µM (series often up to 56.7 µM), actives largely listed as cytotoxic; S2 cells (HEK-293 line with an ATXN2-luciferase reporter) viability, CellTiter-Fluor protease fluorescence, 24 h; 400,000 compounds, 0.49% hits; further: potency means the concentration at half of the fitted maximal effect; nearly all actives have a fitted effect of over 40% in size
HT1080 IDH1KD tx: kills HT-1080 cells with IDH1 knockdown; HT-1080 IDH1 knockdown viability, ATP luminescence, 48 h; Potency, µM (doses to about 46.1 µM), for the others: at the top dose activity, negative = toxicity, most hits filed as cytotoxic; 360,000 compounds, 2% hits; AID 686971;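 further: potency means the concentration at half of the fitted maximal effect; 0% = DMSO wells and -100% = cell-free medium wells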
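In this qHTS, HT-1080 cells depleted of IDH1 are exposed for 48 h at 37 °C to compound titrations. Toxicity is scored from CellTiter-Glo luminescence, with DMSO as full viability and medium alone as none.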
HT1080NT lethal: kills 2HG-producing HT-1080-NT fibrosarcoma cells; Potency, µM (titrated, usually from 46.1 µM), inactives show at the top dose activity, negative = less viability, hits mostly cytotoxic; AID 686970; 360,000 compounds, 1.6% hits; HT-1080-NT fibrosarcoma viability, CellTiter-Glo ATP luminescence, 48 h;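 further: NT is the 2HG producing partner of a matched IDH1 knockdown line; potency means the concentration at half of the fitted maximal effect; 0% = DMSO-treated cells and -100% = media-only wells without cells; nearly all actives have a fitted effect of over 55% in size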
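750 cells/well, RPMI + 5% FBS; 2 h settle, compound pin-transfer, 48 h at 37 degrees C. CellTiter-Glo 10 min RT, luminescence. Normalized to DMSO and media-only wells.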
KB-3-1 cytotox: KB-3-1 parental cell cytotoxicity; KB-3-1 viability, CellTiter-Glo ATP luminescence, 72 h; Potency, µM (top dose mostly 46.1 µM), for the others: at the top dose activity change, negative = cytotoxic, usual class: cytotoxic; 400,000 compounds, 1.4% hits; AID 1347075; further: potency means the concentration at half of the fitted maximal effect; on the % scale 0 is the no-effect control and ±100 the full control effect; nearly all actives have a fitted effect of over 60% in size
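KB-3-1 parental drug-naive adenocarcinoma cells in DMEM/10% FBS, incubated 72 h at 37 C with pin-transferred compounds across a concentration series. Viability by CellTiter-Glo luminescence; concentration-response curves fitted after normalization.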
* = called active by the depositor; i = inactive; ? = inconclusive; / = no result given; & = joins results of further samples; ! = repeats disagree; [ ] = another dose, or the depositor's remark. Unless noted, the call rests on the fitted dose curve; in most records, active means well fitted curve in the direction sought with a large enough effect; inconclusive means small, poorly fitted or top-dose-only effect, or another doubt; inactive means no such curve, though single readings can be large; an effect the other way counts as inactive or inconclusive.

SMILES	IL-1B inflam inh	ATXN2 expr inh	SW480 rereplic	MCF10A rerep	HepG2 viability	S2 tox	HT1080 IDH1KD tx	HT1080NT lethal	KB-3-1 cytotox
CCCCCC(=O)Nc1ccc(N2CCN(CC)CC2)c(Cl)c1	-7	46%[activator]	5%	?	-19%	?	?	?	0%
CN1CCN(C2CN(C3CCCC3)S(=O)(=O)C2)CC1 (configuration not stated)	17	6%	/	/	-2%	i	6%	25%	-1%
COC(=O)C1CCN(C(=O)COc2ccc(Cl)cc2)CC1	27	-1%	-8%	1%	6%	i	11%	13%	-5%
Cc1[nH]oc(=O)c1N=Nc1ccccc1	9	1%	?	-37%[inhibitor]	1%	i	0%	12%	?
CCCCNC(=O)C[C@@H]1C[C@@]2(C(=O)OCC)CCC=C2N(Cc2ccc3c(c2)OCO3)C1=O	2	5%	/	/	/	?	2%	6%	12%
O=C(N1CCCCCC1)N1CCN(C(=O)N2CCOCC2)CC1	11	5%	-4%	-4%	-87%	i	1%	-1%	1%
COc1cccc(/C=C/C(=O)N2CCN(S(=O)(=O)c3ccccc3)CC2)c1OC	-27	9%	-4%	9%	-16%	i	7%	0%	-10%
Cc1cccc(NC(=O)COC(=O)[C@@H]2CCCN2C(=O)c2cccs2)c1	-17	-10%	-2%	2%	6%	i	0%	-1%	18%
O=C(CCCc1nc2ccccc2s1)N1CCN(c2ccccc2)CC1	34	3%	-2%	2%	0%	i	16%	7%	-1%
O=C(O)/C=C/C(=O)Nc1ccc(SC(F)(F)C(F)(F)C(F)(F)F)cc1	-54*	45%[activator]	-69%[inhibitor]	6%	-42%	?	-25%	-29%	-4%
CN1C(=O)C(C)(C)c2cc(S(=O)(=O)N3CCCC(C(=O)NCc4ccccc4Cl)C3)ccc21 (configuration not stated)	2	-12%	-2%	0%	-15%	i	-2%	-1%	-25%
CCCCn1c(N)c(N(CCOC)C(=O)COc2ccc(C(C)=O)cc2)c(=O)[nH]c1=O	3	-1%	-51%[inhibitor]	-11%	16%	i	-6%	-6%	-2%
CCOc1ccccc1OCCC(=O)OCC(=O)c1ccc[nH]1	7	-20%	-27%	-9%	-1%	i	8%	1%	2%
Cc1cc(C)n2nc(/C(C#N)=C/c3ccccc3)c(C#N)c2n1	0	48%[activator]	7%	17%	-42%	i	-5%	-5%	16%
COc1ccc(Cc2nc(-c3cccs3)no2)cc1OC	9	6%	-2%	5%	-28%	i	3%	0%	19%
Cc1ccc(OCCOC(=O)c2nc3nccc(C)n3n2)cc1	-11	-2%	3%	15%	-6%	i	0%	-2%	25%
CC1(C)Cc2noc(N)c2C(C)(C)N1O	3	-6%	2%	-178%[0.0737 µM]	-6%	i	13%	1%	-2%
COc1ccc(-c2[nH]nc3c2C(c2ccc(OC(=O)N4CCOCC4)cc2)C(C#N)=C(N)O3)cc1 (configuration not stated)	-16	-6%	-4%	?	0%	i	-4%	7%	1%
Brc1cc2c(cc1C1Nc3ccccc3C3C=CCC31)OCO2 (configuration not stated)	0	-12%	16µM*	?	-41%	i	0%	-2%	?
Cc1ccccc1NN1C(=O)C=CC1=O	19	1%	-3%[9.22 µM]	?	-9%	i	1%	-1%	-2%
CSc1cccc(NC(=O)CC2Oc3ccccc3NC2=O)c1 (configuration not stated)	4	/	-20%	0%	-10%	i	2%	12%	0%
Cc1ccc(-n2ncc3c(N4CCN(CCO)CC4)ncnc32)cc1Cl	/	11%	/	/	-24%	i	/	/	-10%
COc1ccccc1[C@H]1C(c2cccc(C)c2)=NN(c2ccccc2)[C@@H]1CO	-16	-27%	0.33µM*	?	-78%	/	?	?	0%
CSc1nc(Oc2ccc(Cl)cc2)c2sccc2n1	26	-8%	-4%	11%	9%	i	6%	15%	-5%

3 entries out of the list, ordered by molecular weight, low to high.
SMILES	IL-1B inflam inh	ATXN2 expr inh	SW480 rereplic	MCF10A rerep	HepG2 viability	S2 tox	HT1080 IDH1KD tx	HT1080NT lethal	KB-3-1 cytotox
Cc1ccccc1NN1C(=O)C=CC1=O	19	1%	-3%[9.22 µM]	?	-9%	i	1%	-1%	-2%
COc1ccc(Cc2nc(-c3cccs3)no2)cc1OC	9	6%	-2%	5%	-28%	i	3%	0%	19%
Brc1cc2c(cc1C1Nc3ccccc3C3C=CCC31)OCO2 (configuration not stated)	0	-12%	16µM*	?	-41%	i	0%	-2%	?

Next section
SMILES	IL-1B inflam inh	ATXN2 expr inh	SW480 rereplic	MCF10A rerep	HepG2 viability	S2 tox	HT1080 IDH1KD tx	HT1080NT lethal	KB-3-1 cytotox
COc1ccc(C2=Nn3c(nnc3-c3ccccc3F)SC2)cc1OCC1CC1	/	-38%	18µM*	?	5%	?	/	/	13µM*
O=C(CSc1nc2c(c(=O)n1-c1ccc(F)cc1)SCC2)N1CCCC1	-17	0%	-16%	0%	3%	i	-4%[9.24 µM]	-2%	?
COC(=O)C1=C(C(=O)OC)[C@@H]2N(C)c3ccccc3[C@@]23C[C@@H](C(=O)OC)N(C(=O)c2cccs2)C3=N1	26	-38%	0%	?	-33%	i	-19%	-18%	-27%
COc1cccc(C2=CC(=O)C[C@H](c3ccc(F)cc3)C2)c1OC	-23	3%	0%	4%	-9%	i	2%	1%	0%
Fc1ccc(NC(=S)Nc2ccc(Cl)cc2Cl)cc1	-87*	-5%[11.3 µM]	-6%	20%	0%	i	-2%	-1%	?
Cc1c(-c2ccccc2)n(O)c(-c2ccc(N(C)C)cc2)[n+]1[O-]	-5	/	/	/	-10%	i	24%	12%	-10%
Cc1oc(-c2ccccc2F)nc1CS(=O)(=O)CC(=O)N1CCN(Cc2ccccc2)CC1	1	-33%	?	1%	-28%	i	-2%	-4%	-13%
Cc1c(NC(=S)NC(=O)c2cccc3ccccc23)cccc1C(=O)O	16	10%	-3%	-9%	9%	i	9%	0%	/
Cc1ccc(S(=O)(=O)N(CC(=O)N2CCc3ccccc3C2)c2ccc(C)c(C)c2)cc1	/	-30%	/	/	-10%	?	/	/	-15%
Cc1ccc(/C=C/C(=O)OCC(=O)Nc2ccccc2Sc2ccccc2)cc1	0	-8%	-13%	1%	-17%	i	-5%	-1%	-1%
O=C1CCCc2c1cc(-c1ccccc1)n2-c1ccccc1	-7	45%[activator]	-9%	26%	-18%	i	?	?	16µM*
COc1ccccc1C(=O)N/N=C1/NC(=O)CC(C(=O)Nc2ccccc2)S1 (configuration not stated)	24	-16%	-15%	-1%	5%	i	12%	-2%	11%
CCOc1ccc(NC(=O)N(CCN(C)C)C(C)c2cccnc2)cc1 (configuration not stated)	5	/	-3%	3%	13%	i	2%	-3%	1%
O=C(Nc1ccccc1NC(=O)c1c(F)cccc1F)c1c(F)cccc1F	1	-21%	5%	-11%	5%	i	11%	19%	10%
Cc1cc(NC(=O)C(C)SCC(=O)Nc2cc(C(F)(F)F)ccc2N2CCCCC2)no1 (configuration not stated)	-12	?	-2%	?	7%	?	-13%	-8%	?
Cc1ccc(N2C(=O)CC(Nc3ccc(Cl)c(S(=O)(=O)N(C)C)c3)C2=O)c(C)c1 (configuration not stated)	45	-2%	-5%	-11%	6%	i	5%	3%	-1%
CCOC(=O)Nc1ccccc1C(=O)Nc1cc(C)cc(C)c1	-4	-26%	?	18%	-22%	i	-9%	-5%	13%
CCc1ccccc1NC(=O)Cn1c(=O)n(-c2ccc(C)cc2)c(=O)c2c1c1cc(C)ccc1n2C	/	17%	/	/	-2%	i	/	/	-5%
O=c1cc(O)nc(SCc2ccccc2)[nH]1	0	/	-12%	-1%	6%	/	3%	0%	2%
c1ccc(C2Oc3ccccc3C3CC(c4cccs4)=NN32)cc1 (configuration not stated)	-4	11%	?	?	-32%	?	-23%	-17%	3%
O=C(Nc1ccc2nn(-c3ccccc3)nc2c1)c1cccs1	-13	11%	10%	0%	-42%	i	-23%	-17%	0%
Clc1ccc(CSc2nnc(/C=C/c3ccccc3)o2)cc1	-1	-21%	-6%	-2%	-6%	i	14%	15%	23%
N#C/C(=C/c1cn(CC(=O)O)c2ccccc12)C(=O)NCc1ccccc1	39	-20%	-1%	-1%	-3%	?	5%	5%	0%
CCOC(=O)c1[nH]c(C)c(CCC(=O)OC)c1C	5	14%	0%	5%	-4%	i	3%	8%	5%
CSCCC(c1nc2ccccc2[nH]1)n1c(=O)c(-c2ccco2)nc2ccccc21 (configuration not stated)	?	/	/	/	/	/	-3%	-8%	-12%
O=C1CC(SCc2nc3ccccc3[nH]2)C(=O)N1c1ccc(Cl)cc1 (configuration not stated)	2	-1%	1%	-1%	2%	i	16%	10%	15%
CCCc1c(C)c2ccccc2[nH]c1=O	6	8%	0%	13%	-13%	i	0%	12%	-19%
CCOc1ccccc1NC(=O)c1nc(S(=O)(=O)Cc2cccc(C)c2)ncc1Cl	0	-12%&-1%	3.3µM*	?	-21%&-30%	32µM*!	-4%	1%	5.2µM*!
O=C(NCC(=O)N1CCCC(C(F)(F)F)C1)c1ccccc1Br (configuration not stated)	-7	9%	4%	2%	-16%	i	-4%	-4%	-4%
O=C(NCc1ccc2c(c1)OCO2)C12CC3CC(CC(C3)C1)C2	10	1%	0%	6%	-1%	i	-1%	2%	7%
CCN(C[C@H]1N[C@@](CC)(C(=O)OC)[C@H]2C(=O)N(Cc3ccccc3)C(=O)[C@@H]12)S(=O)(=O)c1ccc(C(C)(C)C)cc1	-15	-7%	6%	0%	-32%	i	-2%	-2%	0%
CCCn1c(SCC(=O)NC2CCCC2)nnc1-c1cccnc1	-3	-9%	-4%	15%	7%	i	19%	19%	-1%
[C-]#[N+][C@H](O[C@@H]1O[C@H](CO)[C@@H](O)[C@H](O)[C@H]1O)c1ccccc1	11	-8%	-6%	-8%	2%	i	-1%	1%	0%
COC(=O)[C@@]12CCCN1[C@H](c1ccc(-c3cccc(Cl)c3)cc1)[C@H]1C(=O)N(C)C(=O)[C@H]12	-1	-29%	4%	?	-27%	?	-9%	-5%	?

Source: PubChem (National Center for Advancing Translational Sciences (NCATS))
